CHT allo act: CHT positive allosteric modulators, primary screen, cell-based, membrane potential dye, choline EC20; CHT-expressing cells; active compounds read high; LV-AA mutant CHT in HEK293 cells; B-score at 10 µM; hit rate 0.49% among 310,000; AID 488977, 2010; High affinity choline transporter 1 (Homo sapiens), Q9GZV3;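 active = initial fluorescence not abnormally high and integrated response B-score, plate-corrected, over 3 SD above library mean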
Target sequence (Q9GZV3 whole entry, looked up): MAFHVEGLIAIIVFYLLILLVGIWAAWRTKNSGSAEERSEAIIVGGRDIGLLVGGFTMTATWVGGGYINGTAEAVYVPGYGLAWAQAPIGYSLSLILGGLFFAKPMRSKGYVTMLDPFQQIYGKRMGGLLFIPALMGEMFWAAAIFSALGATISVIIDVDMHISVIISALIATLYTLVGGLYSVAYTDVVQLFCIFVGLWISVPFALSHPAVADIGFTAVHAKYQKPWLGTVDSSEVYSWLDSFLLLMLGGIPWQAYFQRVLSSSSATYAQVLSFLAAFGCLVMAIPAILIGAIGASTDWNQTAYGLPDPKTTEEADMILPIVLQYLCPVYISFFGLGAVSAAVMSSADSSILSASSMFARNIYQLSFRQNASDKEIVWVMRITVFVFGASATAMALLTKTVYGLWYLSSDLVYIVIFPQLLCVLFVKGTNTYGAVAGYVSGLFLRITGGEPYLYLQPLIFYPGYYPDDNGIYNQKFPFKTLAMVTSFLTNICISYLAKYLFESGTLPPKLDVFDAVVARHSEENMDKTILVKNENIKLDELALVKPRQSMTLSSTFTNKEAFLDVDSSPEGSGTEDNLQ
CHT inh: inhibitors of human choline transporter CHT. B-score at 10 µM. High affinity choline transporter 1 (Homo sapiens), Q9GZV3. CHT-expressing cells, membrane potential dye, choline response; active compounds read low. AID 488975, 2010. hit rate 0.86% among 310,000;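 active = B-score over 3 SD under the library average, and starting fluorescence ratio not unusually high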;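 note: choline stimulus applied at its EC90 after an EC20 pre-addition; B-score computed on integrated fluorescence ratio after choline addition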
STK33 inh: inhibitors of purified STK33 kinase, primary screen, biochemical, ADP-Glo luminescence, homogeneous, cell-free | hit rate 0.073% among 320,000 | AID 2661, 2010 | Serine/threonine-protein kinase 33 (Homo sapiens), Q9BYT3 | MBP phosphorylation | inhibition, % at 10 µM;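 active = inhibition at or above 25%, using the most active replicate where run in duplicate; inactive = inhibition below 25%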
Target sequence (Q9BYT3 whole entry, looked up): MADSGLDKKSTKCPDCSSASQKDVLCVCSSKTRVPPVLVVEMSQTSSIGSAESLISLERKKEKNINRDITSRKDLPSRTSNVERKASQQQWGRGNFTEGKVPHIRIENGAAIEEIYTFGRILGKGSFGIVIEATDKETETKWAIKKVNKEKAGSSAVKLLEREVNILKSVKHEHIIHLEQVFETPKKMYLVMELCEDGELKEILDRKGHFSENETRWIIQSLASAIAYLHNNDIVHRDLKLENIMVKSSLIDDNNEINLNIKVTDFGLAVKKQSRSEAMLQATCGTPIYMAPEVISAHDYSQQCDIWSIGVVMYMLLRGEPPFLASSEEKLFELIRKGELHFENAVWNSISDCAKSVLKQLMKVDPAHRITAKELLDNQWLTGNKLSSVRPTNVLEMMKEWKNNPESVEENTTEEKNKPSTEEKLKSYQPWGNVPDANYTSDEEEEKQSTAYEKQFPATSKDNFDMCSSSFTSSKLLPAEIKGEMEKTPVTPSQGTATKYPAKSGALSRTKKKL
Numbers without * were called inactive; i = inactive; x = not tested or not shown. No enrichment for hits. Share with any hit: about 1.5%.

SMILES | CHT inh | STK33 inh | CHT allo act
O=C(NNC(=O)c1ccccc1O)c1ccc(Cl)c(S(=O)(=O)N2CCCCC2)c1 | i | -0.4 | i
CCOc1ccc(N(CC(=O)NCCSCc2ccccc2)S(C)(=O)=O)cc1 | i | -2.6 | i
Cc1cc(/C=N/NC(=O)c2ccc(O)cc2)c(C)n1C1CC1 | i | 0.2 | i
COc1cc(CN2CCC(CCC(=O)NC3CC3)CC2)cc(Cl)c1OC | i | 0.5 | i
Nc1ccc(Oc2ccccc2-c2ccccc2)cc1 | i | 0.1 | i
CC(=O)c1ccc(OC(=O)N2CCOCC2)cc1 | i | -0.8 | i
O=C(c1ccc2c(c1)OCO2)C1CCCN(Cc2cccn2-c2cccnc2)C1 (stereo not given) | i | -1.5 | i
O=C(Nc1ccccc1Oc1cccnc1)C1CCCN(C/C=C/c2ccc(F)cc2)C1 (stereo not given) | i | -5.8 | i
CN1C(=O)SC(Nc2ccc(F)cc2)C1=O (stereo not given) | i | -1.1 | i
Cc1cc(C(=O)CCl)c(C)n1-c1cccc(S(=O)(=O)N2CCOCC2)c1 | i | -0.3 | i
CCCNS(=O)(=O)c1ccc(CCC(=O)N2CCCC2)cc1 | i | -0.2 | i
COc1cc(C2Nc3cc(Cl)c(S(N)(=O)=O)cc3S(=O)(=O)N2)ccc1OCc1ccccc1 (stereo not given) | i | -2.5 | i
CCCCn1c(N)c(N(CCC(C)C)C(=O)CSc2nnc3ccccn23)c(=O)[nH]c1=O | i | -1.7 | i
O=C(c1ccco1)n1nc(-c2ccccc2)nc1NCc1ccco1 | i | 1.0 | i
CC(C)[C@H](NC(=O)[C@@H]1Cc2ccccc2CN1C(=O)OC(C)(C)C)C(=O)NCc1ccco1 | i | 1.6 | i
CCOc1ccc(/C=C2\SC(=S)N(CCC(=O)Nc3cccc(C(=O)O)c3)C2=O)cc1 | i | 0.0 | i
O=C(NC1CC1)C1CCC(=O)N1C1CCCC1 (stereo not given) | i | -0.1 | i
Cc1cccc(NC(=S)NCc2ccccc2)c1C | i | x | i
NC(=O)c1ccccc1NC(=O)CN1CCN(Cc2ccccc2)CC1 | i | -0.3 | i
O=C(CSc1nnc(-c2ccncc2)o1)N1CCc2ccccc2C1 | i | 1.3 | i

The results go on.
SMILES | CHT inh | STK33 inh | CHT allo act
CCOC(=O)Nc1ccc(NC(=O)c2ccccc2F)cc1 | i | -2.7 | i
CCN(CCNC(=O)C1CCN(S(=O)(=O)CC)CC1)c1ccccc1 | i | -1.7 | i
Cc1cccn2c(=O)c(C=O)c(Sc3ncccn3)nc12 | i | -1.8 | i
COc1ccc(C(CNC(=O)c2ccc(C)c(S(=O)(=O)N3CCCCC3)c2)N(C)C)cc1OC (stereo not given) | i | -0.8 | i
Nc1nc(SCC(=O)c2c(N)n(Cc3ccccc3)c(=O)[nH]c2=O)n[nH]1 | i | 0.8 | i
Cc1cc(C)nc(NC2=NCC(=O)N2c2ccc(Cl)cc2)n1 | i | -0.3 | i
COc1cccc2cc(C(=O)C3=C(O)C(=O)N(CCN(C)C)C3c3ccc(Cl)cc3)oc12 (stereo not given) | i | -0.9 | i
COc1ccc2c(/C=C/c3cc[n+](C)cc3)c[nH]c2c1 | i | -2.7 | i
CSc1ccc(C(=S)N2CCN(CCO)CC2)cc1 | i | -1.1 | i
NNC(=O)COc1cccc(Oc2ccccc2)c1 | i | -0.3 | i
O=C(c1ccco1)N1CCN(Cc2cn[nH]c2-c2cccc3ccccc23)CC1 | i | -1.2 | i
CCOc1ccc(N2C(=O)/C(=C/c3ccc(C)o3)N(C)C2=S)cc1 | i | -2.0 | i
CC(NC(=O)Nc1ccc(O)cc1)(C(F)(F)F)C(F)(F)F | i | 0.0 | i
CCOc1ccc(-n2ccc(=O)c(C(=O)Nc3ccc(S(=O)(=O)N4CCOCC4)cc3)n2)cc1 | i | -0.1 | i
CC(C)CCN1CCN(Cc2nc(-c3ccc(F)cc3)cs2)CC1CCO (stereo not given) | i | 0.8 | i
O=C(N1CCOCC1)N1CCN(CC(O)COc2ccc3ccccc3c2)CC1 (stereo not given) | i | -1.6 | i
CCOc1ccc(Cn2c3ccc(OC)cc3c3nc4ccccc4nc32)cc1OC | i | -3.3 | i
CC(=O)Nc1ccc(OC(F)(F)C(F)C(F)(F)F)c(NC(C)=O)c1 (stereo not given) | i | -0.1 | i
Cc1nnc(SCC(=O)NNC(=O)c2ccc(Cl)cc2)n1CC1CCCO1 (stereo not given) | i | -0.8 | i
CCOc1ccc(S(=O)(=O)Nc2cccc(N(C)S(C)(=O)=O)c2)cc1 | i | -1.3 | i

New compounds follow
SMILES | CHT inh | STK33 inh | CHT allo act
COc1ccc(Nc2cc(C)nc(N)n2)cc1 | i | -0.4 | i
Cc1ccc(C(c2cc(Br)ccc2O)N2CCSCC2)cc1 (stereo not given) | i | 0.4 | i
Cc1ccc(S(=O)(=O)N2CCN(c3ccc([N+](=O)[O-])cn3)CC2)cc1 | i | -1.1 | i
CCCOc1cccc(-c2nnc(NC(=O)c3ccco3)s2)c1 | i | -2.9 | i
COCCOC(=O)C1=C(C)N=C2SCCC(=O)N2C1c1ccc(C(=O)OC)cc1 (stereo not given) | i | 0.1 | i
O=C(Nc1ccc2c(c1)nc1n2CCN(Cc2ccccc2)C1)NC1CCCCC1 | i | 1.3 | i
C/C=C1\COC(C(=O)NCc2cccc(OC)c2OC)(C(F)(F)F)C=C1C=C1CCCCC1 (stereo not given) | i | -2.0 | i
CCOC(=O)c1c(NC(=O)c2ccnn2C)sc(C)c1C | i | -0.2 | i
CN1C2C=C3C(C#N)=C(N)C(C#N)(C#N)[C@@H](c4cccs4)C3C1CC2 (stereo not given in full) | i | -1.4 | i
O=C1c2ccccc2C(=O)c2c1cccc2N1CCN(C/C=C/c2ccccc2)CC1 | i | 0.3 | i
O=C(CSc1nnc(C2CCCCC2)o1)N1CCCCC1 | i | -0.2 | i
CCn1ccnc1CN1CCCC(C(=O)c2ccc3cc(OC)ccc3c2)C1 (stereo not given) | i | -0.1 | i
CC(C)Oc1cccc(C(=O)NC(=S)Nc2ccc(Cl)c(C(=O)O)c2)c1 | i | 0.1 | i
COc1cc(CNc2nc3ccccc3[nH]2)cc(OC)c1OC | i | 0.0 | i
NC(=O)c1c(NC(=O)c2ccc(S(=O)(=O)N3CCOCC3)cc2)sc2c1CCCCC2 | i | 0.4 | i
CCCC(=O)N1CCN(c2ccc(NC(=O)c3cc4ccccc4o3)cc2Cl)CC1 | -7.4* | -0.9 | i
Fc1ccccc1-c1nc(-c2cnccc2C(F)(F)F)no1 | i | 0.2 | i
CCOc1ccc(-c2nnc(-c3ccccc3)o2)cc1 | i | -0.8 | i
CC(=O)c1cccc(NC(=O)CN2C(=O)COc3ccc(S(=O)(=O)N4CCOCC4)cc32)c1 | i | -1.0 | i
Cc1ccc(-c2n[nH]c(=S)n2/N=C\c2ccco2)cc1 | i | 1.1 | i

(further entries)
SMILES | CHT inh | STK33 inh | CHT allo act
CN1CCCN(C(c2ccccc2)c2ccc(Cl)cc2)CC1 (stereo not given) | i | x | i
CCC(C)Nc1nc2c(c(=O)[nH]c(=O)n2C)n1CCC(C)C (stereo not given) | -8.3* | -0.2 | i
COc1ccccc1C(=O)NCCCNC(=O)c1cccnc1 | i | -1.2 | i
COc1ccc(CCNC(=O)CSc2nc(N)c(C#N)c(-c3cccs3)c2C#N)cc1OC | i | 0.1 | i
Cc1cccc(C(=O)Nc2cccc(C(=O)N/N=C/c3cccc(C)n3)c2)c1 | i | 2.1 | i
CCc1nc2ccc(C(=O)O)cc2nc1CC | i | 0.3 | i
Cc1ccc(C(=O)Nc2cccc(N(C)S(C)(=O)=O)c2)cc1S(=O)(=O)Nc1ccccc1 | i | -0.8 | i
Cc1ccc(C)c(S(=O)(=O)N2CCCC2CNC(=O)C(=O)NCCc2ccco2)c1 (stereo not given) | i | 0.3 | i
Cc1ccccc1OCCCC(=O)Nc1nccs1 | i | -2.3 | i
N#Cc1c(NC(=O)C2CC(Cl)=CCC2C(=O)O)sc2c1CCCC2 (stereo not given) | i | -0.9 | i
CCCCCCNC(=O)C(C#N)c1nc2ccccc2nc1N1CCOCC1 (stereo not given) | i | -0.9 | i
CC(C)c1onc(C(=O)NC2CCCC2)c1[N+](=O)[O-] | i | -1.9 | i
O=[N+]([O-])c1cccc(S(=O)(=O)NCc2ccncc2)c1 | i | 0.5 | i
O=C(O)CCC(=O)N1CCc2cc(S(=O)(=O)Nc3ccc4c(c3)OCCO4)ccc21 | i | 1.7 | i
CC(C)CCn1c(Oc2ccccc2Cl)nc2c1c(=O)n(C)c(=O)n2C | i | -0.6 | i
CN(c1ccc(C(=O)NCCSC(C)(C)C)cc1)S(=O)(=O)c1ccccc1 | i | 0.9 | i
Nn1c(SCC(=O)NC(=O)NCc2ccccc2)nnc1C1CC1 | i | -1.3 | i
O=C(Nc1ccc2c(c1)N(S(=O)(=O)c1cccs1)CCC2)c1c(F)cccc1Cl | i | 0.4 | i
CC1=Nc2nc(N3CCCCCC3)c(C#N)c3c4c(nc(c23)N1)N(c1ccc2ccccc2c1)C(=O)C4 | i | 0.0 | i
Cc1cccc(NC(=O)C2CCCN(S(=O)(=O)c3c(C)nn(C)c3C)C2)n1 (stereo not given) | i | -0.8 | i

(more compounds)
SMILES | CHT inh | STK33 inh | CHT allo act
N#Cc1c(Cl)cccc1N1CCC(C(N)=O)CC1 | i | 0.5 | i
C[C@@H]1CC=C[C@H]2[C@H]1C(=O)N(Cc1ccccc1)[C@H]2c1ccc(Br)cc1F | i | -1.0 | i
O=C(Cc1ccc([N+](=O)[O-])cc1)N/N=C/c1ccco1 | i | -0.9 | i
Cc1ccc2c(c1)c(N=NC(N)=O)c(O)n2C | i | 2.5 | i
O=C(NCc1ccco1)c1sc2cccc(F)c2c1Cl | i | 1.3 | i
COc1ccc(-c2[nH]ncc2CN(C)Cc2cc(C)[nH]n2)c(F)c1 | i | -0.5 | i
Brc1ccc(CNCCCSc2ncccn2)cc1 | i | -3.0 | i
O=C(N1CCOCC1)N(Cc1cccs1)C1CCCC1 | i | -1.1 | i
O=c1c(/C=N/O)coc2ccc(Cl)cc12 | i | -3.6 | i
CC(=O)Nc1ccc(S(=O)(=O)N(C)CC(=O)OCC(=O)N2CCN(C(=O)c3ccco3)CC2)cc1 | i | -0.1 | i
CCOC(=O)c1c(-c2ccc(C)o2)csc1NC(=O)CSc1nnc(C)s1 | i | 2.0 | i
COc1cccc(NC(=O)Cn2c(CCC(=O)O)ccc2-c2ccccc2)c1 | i | 0.0 | i
Cc1ccccc1NC(=O)c1cccc(S(=O)(=O)Nc2cccc(C(=O)O)c2)c1 | i | -0.7 | i
O=C(NCc1ccco1)c1cc2nc(-c3cccs3)cc(C(F)(F)F)n2n1 | i | -1.1 | i
CC(C)CCOc1ccc(C(=O)C[N+]2(C)CCOCC2)cc1 | i | -0.9 | i
CCOC(=O)c1csc(NC(=O)c2ccc(OC)c(OC)c2)n1 | i | -2.4 | i
COc1cc(OC)c(S(=O)(=O)Nc2ccccc2C(=O)O)cc1S(=O)(=O)Nc1ccccc1C(=O)O | i | -0.5 | i
COc1ccc(N2C(=O)CC(N3CCN(c4ccc(S(C)(=O)=O)cc4)CC3)C2=O)cc1 (stereo not given) | i | -1.3 | i
N#Cc1c(C(F)(F)F)cc(-c2cccs2)nc1SCC(=O)O | i | -0.6 | i
Cc1c(C(N)=O)sc2nc(-c3ccccc3)cn12 | i | 2.8 | i

One compound at a time, as listed above. Order of values: CHT inh	STK33 inh	CHT allo act
O=C(NCc1ccco1)c1cc2nc(-c3cccs3)cc(C(F)(F)F)n2n1 across the screens: i	-1.1	i
O=C(NCc1ccco1)c1sc2cccc(F)c2c1Cl across the screens: i	1.3	i
Brc1ccc(CNCCCSc2ncccn2)cc1 across the screens: i	-3.0	i
O=c1c(/C=N/O)coc2ccc(Cl)cc12 across the screens: i	-3.6	i
CCOC(=O)c1c(-c2ccc(C)o2)csc1NC(=O)CSc1nnc(C)s1 across the screens: i	2.0	i

(list continues)
SMILES | CHT inh | STK33 inh | CHT allo act
CCN1CCN(c2ccc(S(=O)(=O)N3CCCCC3)cc2NC(=O)c2ccc([N+](=O)[O-])s2)CC1 | i | 0.1 | i
COc1ccc(-c2nnc(SCC(=O)NCCc3ccc(S(N)(=O)=O)cc3)o2)cc1OC | i | -1.3 | i
CS(=O)(=O)C1=NSC2=NC(=O)/C(=C\c3cccn3-c3ccc(Cl)cc3)C(=N)N21 | i | -1.0 | i
COCCN(CC(=O)NCc1ccccc1)C(=O)CCC(=O)Nc1nccs1 | i | -0.5 | i
CCCc1[nH]n(-c2nc3ccccc3s2)c(=O)c1C=NCCCN(CC)CC | i | -0.7 | i
COc1ccc(CNC(=O)c2nc(S(=O)(=O)Cc3ccccc3)ncc2Cl)cc1 | i | -7.1 | i
O=C(COc1ccc(Cl)cc1Cl)N(Cc1ccco1)C1CCS(=O)(=O)C1 (stereo not given) | i | -0.8 | i
CCOC(=O)c1nn(-c2cccc(C)c2)cc1C(=O)c1ccccc1 | i | -1.0 | i
CC(C)(C)OC(=O)[C@H](Cc1ccccc1)NC(=O)c1nc[nH]c1C(=O)NCc1ccccc1 | i | 0.8 | i
COc1ccc(C(=O)Nc2ccc(C(=O)N3CCCCC3)cc2)cc1OC | i | -0.8 | i

Bioassay records from PubChem.
